Bioassay records deposited in PubChem BioAssay by Sanford-Burnham Center for Chemical Genomics.
APJ antag = antagonists of human APJ apelin receptor. inhibition, % at 20 µM. P35414. CHO-K1 APJ beta-arrestin complementation, luminescence. hit rate 0.32% among 330,000;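 active = inhibition above about 40% at 20 µM, limit read from the data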;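 also: cells challenged with 10 nM apelin-13 agonist together with compound; plate controls were apelin-13 plus DMSO wells for no effect and DMSO wells lacking apelin-13 for full effect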
Target sequence (P35414 whole entry, looked up): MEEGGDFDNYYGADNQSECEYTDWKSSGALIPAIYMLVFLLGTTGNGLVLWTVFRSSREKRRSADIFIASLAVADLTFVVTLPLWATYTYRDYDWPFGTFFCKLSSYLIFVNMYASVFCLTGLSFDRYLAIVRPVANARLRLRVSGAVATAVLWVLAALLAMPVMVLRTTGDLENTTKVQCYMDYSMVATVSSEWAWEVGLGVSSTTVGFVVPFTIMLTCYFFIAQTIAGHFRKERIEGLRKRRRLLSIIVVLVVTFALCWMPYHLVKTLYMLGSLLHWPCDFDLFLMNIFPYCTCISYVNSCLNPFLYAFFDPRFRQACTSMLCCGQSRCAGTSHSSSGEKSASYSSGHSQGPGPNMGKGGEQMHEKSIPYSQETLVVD
tim10-1 inh = inhibits growth of tim10-1 mutant yeast; S. cerevisiae tim10-1 ts strain growth, BacTiter-Glo, 24 h; inhibition, % at 20 µM; hit rate 2.2% among 330,000;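 active = inhibition of at least 40%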;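 also: mutant grown at 25 °C; 0% = DMSO wells with yeast and 100% = wells holding no yeast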
UPR XBP1 act = activators of adaptive arm of unfolded protein response (XBP1); hit rate 0.33% among 330,000; activation, % at 20 µM; CHO-XBP1 luciferase reporter, IRE1-XBP1 UPR activation, luminescence; percent of tunicamycin response, DMSO as zero;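 active = versus positive control, 20 µM dose yields 30% or more activation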;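 also: 100% = tunicamycin at 10 µg/mL and 0% = DMSO only wells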
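Material: CHO-XBP1 cells stably carrying IRE1-XBP1-driven luciferase reporter | Medium: F12 with 10% serum | Compound dosing: 20 µM single concentration, DMSO 1% | Incubation: Overnight seeding at 37 °C, 6 h compound treatment at 37 °C | Detection: Steady-Glo luminescence read | Read-out basis: % activation of reporter signal versus tunicamycin and DMSO controls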
APJ agonist = activates the human apelin receptor APJ | P35414 | CHO-K1 APJ PathHunter beta-arrestin, luminescence; 0% DMSO wells, 100% apelin | activation, % at 20 µM | hit rate 0.11% among 330,000 | AID 2520;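 active = activation more than six SD over the plate average, tested at 20 µM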;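 also: 0% = DMSO alone and 100% = apelin-13 at 10 nM; some results filed as inactive read as strong as hits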
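Assay system: CHO-K1 APJ beta-arrestin complementation cell line / Compound: single test compound dose, 20 µM final, 1% DMSO / Times: overnight seeding, 90 min compound at 25 °C, 1 h detection / Technique: beta-gal luminescence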
TIM10 inh = inhibits growth of TIM10 yeast strain; S. cerevisiae TIM10 strain growth, BacTiter-Glo luminescence, 24 h; hit rate 1.4% among 330,000; inhibition, % at 10 µM;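 active = inhibition of 40% or more at the single tested concentration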;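 also: wild-type TIM10 isogenic control strain grown at permissive 25 °C; 0% = DMSO yeast wells and 100% = minimal medium wells without yeast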
Mdm2 MdmX PPI = disrupts the human Mdm2-MdmX interaction; O15151+Q00987; hit rate 3% among 330,000; SaOS-2 split-luciferase Mdm2/MdmX complementation, luminescence; inhibition, % at 8 µM;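 active = inhibition of at least 50% at 8 µM in the primary screen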
UPR CHOP act = apoptotic UPR (CHOP) activation. activation, % at 10 µM. CHO-CHOP luciferase reporter, luminescence; percent of tunicamycin response over DMSO baseline. hit rate 0.34% among 330,000. AID 449763;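 active = at 10 µM dose, activation of 40% or more, normalized to positive control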;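 also: 100% = tunicamycin at 10 µg/mL and 0% = DMSO alone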
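System: CHO-CHOP luciferase reporter cell line | Buffer or medium: F12 medium containing 10% fetal bovine serum | Doses: One dose, 10 µM in 0.5% DMSO | Times: 6 h compound exposure at 37 °C after overnight seeding | Signal: Luciferase luminescence | Read-out: % activation vs tunicamycin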
CXCR6 inh = inhibitors of human CXCR6 receptor. AID 602244. CHO-K1 PathHunter CXCR6 beta-arrestin, luminescence. inhibition, % at 20 µM. O00574. hit rate 0.36% among 360,000; in the data active = inhibition above about 34%, passing the limit was not always enough;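 also: antagonist mode with CXCL16 agonist at 10 nM final; 0% = 10 nM CXCL16 with DMSO and 100% = unstimulated wells without agonist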
Target sequence (O00574 whole entry, looked up): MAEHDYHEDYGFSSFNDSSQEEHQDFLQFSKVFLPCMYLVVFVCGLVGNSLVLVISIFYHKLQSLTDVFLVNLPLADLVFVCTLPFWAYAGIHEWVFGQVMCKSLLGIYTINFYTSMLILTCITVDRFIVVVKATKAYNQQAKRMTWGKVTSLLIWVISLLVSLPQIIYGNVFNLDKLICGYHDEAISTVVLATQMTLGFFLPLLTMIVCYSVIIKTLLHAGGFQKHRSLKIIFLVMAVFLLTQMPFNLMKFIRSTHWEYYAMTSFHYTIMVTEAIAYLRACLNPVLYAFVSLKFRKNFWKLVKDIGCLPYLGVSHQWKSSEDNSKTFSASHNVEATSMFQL
tim23-1 inh = growth inhibitors of tim23-1 mutant yeast. AID 463212. inhibition, % at 20 µM. hit rate 1.3% among 330,000. S. cerevisiae tim23-1 growth, BacTiter-Glo luminescence, 24 h;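 active = growth inhibition of the mutant yeast at or above 50%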;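 also: temperature-sensitive mutant grown at 25 °C; plate controls were DMSO-treated mutant yeast for no effect and medium wells lacking yeast for full effect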
Numbers without * were called inactive. The list is partial. The share of hits here may be higher or lower than overall.

Molecule,APJ antag,tim10-1 inh,UPR XBP1 act,APJ agonist,TIM10 inh,Mdm2 MdmX PPI,UPR CHOP act,CXCR6 inh,tim23-1 inh
N#Cc1cnn2cc(CCN3CCOCC3)c(-c3ccc(F)cc3)nc12,17,10,-3,-2,-22,-3,-1.7,0,6
CC(=O)c1ccc(S(=O)(=O)N2CCC(c3nc4ccccc4[nH]3)CC2)cc1,4,-7,-6,-5,-8,17,-0.9,-10,-11
O=P(CCN1CCCCC1)(c1ccccc1)c1ccccc1,6,-11,1,5,-9,4,-2.1,0,-15
CC(=O)C1=C(C)N(CC2CC2)C(=O)N[C@H]1c1ccc(Br)cc1,15,13,-2,-3,4,9,1.9,-4,11
O=C(Nc1cccc2ccccc12)c1cccc([N+](=O)[O-])c1,-12,28,2,-1,12,1,0.0,8,30
CCN(CC)CCCN(Cc1cc2cc(OC)c(OC)cc2[nH]c1=O)C(=O)Nc1ccccc1,-8,-1,1,-6,-4,-45,-0.9,0,10
COc1ccc(C[C@H]2CN3C(=NC[C@H]3Cc3ccccc3)N2CCNC(=O)CCC2CCCCC2)cc1,7,19,2,-1,12,37,-0.6,-3,9
Cc1ccc(N=Nc2ccc3ccccc3c2O)cc1,33,29,-10,-5,18,20,-4.1,17,30
Cc1cccc(Cn2c(N(C)Cc3ccccc3)nc3c2c(=O)[nH]c(=O)n3C)c1,-65,28,2,-3,4,10,0.1,6,18
COc1ccccc1CN(C)S(=O)(=O)c1cccs1,21,-37,-1,0,4,16,3.9,5,12
CCCn1nc(C(=O)NC2CC2)c2ccccc2c1=O,-1,0,3,-3,-8,35,1.5,-6,8
Cc1sc(-c2ccccn2)nc1OC(=O)c1cccc(Cl)c1Cl,17,26,-3,-2,5,2,1.4,4,12
O=C(Nc1ccccc1N1CCOCC1)c1ccccc1NS(=O)(=O)c1ccc(F)cc1,-9,36,-1,1,23,-17,-1.5,1,23
O=C(Nc1nccs1)c1cc(S(=O)(=O)N2CCOCC2)c(Cl)cc1Cl,12,32,-4,1,30,11,0.2,1,21
CCOC(=O)C1CCCN(C(=O)c2sc3nc(-c4ccc(OC)cc4)cn3c2C)C1 (stereo not given),-2,37,-1,-2,27,-8,2.5,9,28
CC(=O)Nc1cccc(C(=O)OCC(=O)NC2CCCCCCC2)c1,1,14,-2,2,10,-4,2.3,-15,15
COc1ccc(-c2noc(N3CCC(C(=O)N(C)c4ccccc4)CC3)n2)cc1,5,-35,-2,-7,3,27,0.5,1,-5
N#Cc1ccccc1NC(=O)c1ccccc1OCC(=O)Nc1ccc2c(c1)oc1ccccc12,9,8,0,-5,10,62*,-1.4,-3,18
O=C(CN(Cc1ccccc1Cl)C(=O)c1csnn1)NC1CCCC1,3,-5,-7,-4,2,15,-0.3,1,7
COc1ccc(C(=O)COC(=O)CCN2C(=O)C3C4CC(C(Br)C4Br)C3C2=O)cc1 (stereo not given),-11,25,1,-1,31,-3,2.4,-5,21
CCOc1nc(NC2CCCCC2)nc(NC(C)(C)C)n1,14,36,-2,5,33,-11,3.2,-12,30
O=C(O)COc1ccc2oc3ccccc3c2c1,13,1,-4,2,9,-30,0.6,4,8
CC(=O)c1ccc(N2CCN(C(=O)C3(S(=O)(=O)c4ccc(Cl)cc4)CC3)CC2)cc1,-5,20,-1,-2,7,3,-1.4,2,25
CCCCc1c(O)nc(SCC(=O)c2ccccc2)[nH]c1=O,12,10,2,0,8,-7,0.5,-9,19
O=C(c1cccc(F)c1)N1CCN(C(=O)c2cc3nc(-c4ccco4)cc(C(F)(F)F)n3n2)CC1,-17,0,3,3,7,30,2.4,-2,4
COc1cc(/C=C2\SC(N3CCCCC3)=NC2=O)cc(OC)c1OC,5,37,1,-4,9,11,-0.2,-4,13
COc1ccc(S(=O)(=O)N2CCC(C(=O)Nc3ccc(S(=O)(=O)N4CCCC4)cc3)CC2)cc1OC,15,8,0,10,0,11,1.1,13,14
Cc1ccc(C(=O)NC(=S)NNC(=O)c2ccccc2)cc1,1,-16,-3,-4,17,22,2.9,13,9
COc1ccc(Br)cc1/C=C/C(=O)OCC(=O)NCCc1ccc(S(N)(=O)=O)cc1,9,13,-3,-4,-4,-1,-2.0,-2,1
COc1cc(S(=O)(=O)NC2CCCCC2)c(C)cc1C,1,16,0,1,13,-4,-0.1,-18,27
C=CCOC(=O)C1=C[C@@H](c2csc3ccccc23)C[C@@H](OCCCCO)O1,-6,29,0,1,27,0,3.1,-6,33
COc1ccc(CCn2c(N3CCN(Cc4ccccc4)CC3)nc3c2c(=O)[nH]c(=O)n3C)cc1,-15,18,-2,-2,28,11,-1.1,-2,8
C#Cc1ccc([C@@H]2C=C(C(=O)NC3CC3)O[C@H](OCCCCO)C2)cc1,4,4,-2,-3,-7,-27,0.1,7,10
O=C1NC2(CCCCCC2)C(=O)N1Cc1ccc(Br)cc1,19,11,-5,4,12,28,1.9,0,18
COc1ccc(N2CCN(C(=O)Cc3cccs3)CC2)cc1,-7,24,0,-2,8,-10,0.2,-14,4
CN1CCC(N(C)C(=O)c2cccc(S(=O)(=O)N3CCc4ccccc43)c2)CC1,10,6,0,-2,-5,-1,0.7,0,11
Cc1ccc(NC(=O)C(=O)NCCN2CCN(C(=S)Nc3ccccc3)CC2)cc1,-11,16,1,-1,23,-43,0.0,3,8
Cn1c(N)c(C(=O)COC(=O)c2ccnc3ccccc23)c(=O)n(C)c1=O,-2,-19,1,3,-7,4,0.6,6,-11
CCCCn1c(SCC(=O)NC(C)CC)nc2ccc(N3CCOCC3)cc2c1=O (stereo not given),-13,6,1,2,14,3,0.3,-5,0
O=C(Nc1nc(COc2ccccc2)cs1)c1ccccc1F,5,-9,1,3,14,-23,4.7,-2,0
C=CCn1nc2ccccc2c1OC,-1,1,-1,5,0,-30,2.1,-4,-12
CS(=O)(=O)N1CCc2cc(C(=O)Nc3ccccc3)ccc21,7,4,3,0,1,-35,5.7,-7,11
CCOc1ccc(NC(=O)C2CCCN(S(=O)(=O)c3c(C)n[nH]c3C)C2)cc1 (stereo not given),-8,9,-5,-3,1,21,0.9,5,19
O=C(CC(Cc1ccccc1)C(=O)O)Nc1ccc(Cl)c(Cl)c1 (stereo not given),17,-12,2,-5,-3,-9,1.0,2,2
O=C(Nc1cc(=O)[nH]c(=O)[nH]1)c1cc(Cl)ccc1Cl,14,-3,-2,1,7,64*,2.1,-1,-1
CC(C)(C)c1nc2c(s1)CCc1onc(-c3ccc(Br)cc3)c1-2,-3,13,1,8,7,-1,-2.9,-2,12
S=C(NCCN1CCOCC1)Nc1ccc(-c2nc3ccccc3[nH]2)cc1,-4,2,1,0,-5,-5,4.7,-9,-7
CCCCNC(=O)N1CCCN(c2ccc(C#N)cn2)CC1,6,10,1,-4,13,-10,0.0,-3,15
CC(C)(C)c1ccccc1NC(=S)NCc1ccccc1,5,14,-1,-2,13,-16,0.3,-10,28
Cc1ccc(-c2nnc(SCC(=O)N/N=C/c3ccc(C)s3)n2-c2ccccc2)cc1,-64,15,-2,5,12,49,-0.1,-11,28
CC1CCCCC1NC(=O)COC(=O)c1ccc2c(c1)OCCO2 (stereo not given),3,-15,3,-3,-3,-2,2.6,0,26
O=C(CSc1nnc(CNC(=O)c2ccc(F)cc2)o1)NCC1CCCO1 (stereo not given),12,-9,-4,-1,1,10,-0.1,0,-14

9 compounds already listed, arranged by molecular weight, ascending:
Molecule,APJ antag,tim10-1 inh,UPR XBP1 act,APJ agonist,TIM10 inh,Mdm2 MdmX PPI,UPR CHOP act,CXCR6 inh,tim23-1 inh
CC(C)(C)c1ccccc1NC(=S)NCc1ccccc1,5,14,-1,-2,13,-16,0.3,-10,28
O=C(Nc1cc(=O)[nH]c(=O)[nH]1)c1cc(Cl)ccc1Cl,14,-3,-2,1,7,64*,2.1,-1,-1
CS(=O)(=O)N1CCc2cc(C(=O)Nc3ccccc3)ccc21,7,4,3,0,1,-35,5.7,-7,11
O=C(Nc1nc(COc2ccccc2)cs1)c1ccccc1F,5,-9,1,3,14,-23,4.7,-2,0
S=C(NCCN1CCOCC1)Nc1ccc(-c2nc3ccccc3[nH]2)cc1,-4,2,1,0,-5,-5,4.7,-9,-7
C=CCOC(=O)C1=C[C@@H](c2csc3ccccc23)C[C@@H](OCCCCO)O1,-6,29,0,1,27,0,3.1,-6,33
CC(C)(C)c1nc2c(s1)CCc1onc(-c3ccc(Br)cc3)c1-2,-3,13,1,8,7,-1,-2.9,-2,12
CCOc1ccc(NC(=O)C2CCCN(S(=O)(=O)c3c(C)n[nH]c3C)C2)cc1 (stereo not given),-8,9,-5,-3,1,21,0.9,5,19
Cc1ccc(NC(=O)C(=O)NCCN2CCN(C(=S)Nc3ccccc3)CC2)cc1,-11,16,1,-1,23,-43,0.0,3,8
